Screens: PubChem BioAssay, several laboratories
BH1578 lux ind: quorum light induction in luxS cqsA deficient V. cholerae | 350,000 tested, 0.16% active | activation, % at 18.7 µM | V. cholerae BH1578 lux reporter, luminescence, 6 h; in the data active = activation mostly above about 9.7%, no sharp cut-off; also: not every result past the cut was called active; inactives centre near 0; reference of the scale not given here
3CLpro inhibitor: SARS-CoV 3CLpro protease inhibition; recombinant SARS-CoV 3CLpro, quenched FRET peptide cleavage; inhibition, % at 6 µM; 290,000 tested, 0.14% active; AID 1706; in the data active = inhibition above about 12%
GDH-TPI inh: inhibits GDH-TPI coupling enzymes, artifact for Mtb FBA screen; 360,000 tested, 1.2% active; inhibition, % at 4.8 µM; GDH-TPI coupled enzyme counterscreen, NADH absorbance; AID 588335; in the data active = inhibition above about 30%;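 also: 0% = DMSO wells and 100% = wells lacking the enzyme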
FBA Mtb inh: inhibitors of M. tuberculosis fructose-bisphosphate aldolase; purified M. tuberculosis FBA, fluorescence read-out; inhibition, % at 1 µM; 360,000 tested, 2.3% active; AID 588726; in the data active = inhibition above about 27%;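 also: 0% = vehicle and 100% = reference inhibitor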
Target sequence (P9WQA3 whole entry, looked up): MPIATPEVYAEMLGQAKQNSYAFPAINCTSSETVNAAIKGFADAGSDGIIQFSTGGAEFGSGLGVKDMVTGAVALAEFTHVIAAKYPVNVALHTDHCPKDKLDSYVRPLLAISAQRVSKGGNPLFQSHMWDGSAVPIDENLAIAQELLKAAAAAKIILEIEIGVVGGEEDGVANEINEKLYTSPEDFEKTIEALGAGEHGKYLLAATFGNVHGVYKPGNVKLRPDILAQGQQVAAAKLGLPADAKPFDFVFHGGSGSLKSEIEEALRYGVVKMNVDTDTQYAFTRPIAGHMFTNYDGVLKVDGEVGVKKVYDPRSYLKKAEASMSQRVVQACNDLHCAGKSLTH
Mtb UGM inh: blocks M. tuberculosis UGM enzyme; purified UGM, fluorescence polarization probe displacement; AID 504406; 320,000 tested, 0.06% active; inhibition, % at 10 µM; in the data active = inhibition above about 10%, passing the limit was not always enough
Target sequence (P9WIQ1 whole entry, looked up): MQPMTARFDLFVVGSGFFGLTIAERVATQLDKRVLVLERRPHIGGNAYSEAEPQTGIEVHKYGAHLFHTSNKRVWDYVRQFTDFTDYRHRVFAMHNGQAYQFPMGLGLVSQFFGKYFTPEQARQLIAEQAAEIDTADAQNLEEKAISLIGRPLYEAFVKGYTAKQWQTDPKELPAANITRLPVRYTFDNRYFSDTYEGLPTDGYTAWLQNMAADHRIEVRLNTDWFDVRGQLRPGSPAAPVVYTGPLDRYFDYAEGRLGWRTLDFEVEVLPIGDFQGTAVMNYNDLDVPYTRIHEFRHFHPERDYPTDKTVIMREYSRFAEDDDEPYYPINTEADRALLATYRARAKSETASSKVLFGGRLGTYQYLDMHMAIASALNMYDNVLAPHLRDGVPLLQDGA
Rv3671c inh: inhibits the M. tuberculosis serine protease Rv3671c. 320,000 tested, 0.048% active. inhibition, % at 5.96 µM; in the data active = inhibition above about 38%;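 also: extracellular domain of Rv3671c used as enzyme; 0% = enzyme with DMSO and 100% = no enzyme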
VHR inh abs: DUSP3 (human) phosphatase inhibition; P51452; recombinant VHR phosphatase, pNPP absorbance; inhibition, % at 13.3 µM; 290,000 tested, 0.52% active; AID 1654; in the data active = inhibition above about 50%; also: some compounds called inactive have numbers as strong as hits
Target sequence (P51452 whole entry, looked up): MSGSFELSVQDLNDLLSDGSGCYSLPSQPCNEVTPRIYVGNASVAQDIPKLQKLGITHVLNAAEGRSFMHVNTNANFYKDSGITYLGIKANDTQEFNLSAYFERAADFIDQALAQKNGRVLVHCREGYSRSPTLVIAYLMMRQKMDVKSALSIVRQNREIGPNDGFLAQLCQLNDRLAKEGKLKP
MazEF act: MazEF (E. coli) toxin RNase activation; 350,000 tested, 0.32% active; activation, % at 20 µM; FAM/BHQ RNA-DNA oligo cleavage fluorescence, 5 h; P0AE70; AID 504720; in the data active = activation above about 50%
Target sequence (P0AE70 whole entry, looked up): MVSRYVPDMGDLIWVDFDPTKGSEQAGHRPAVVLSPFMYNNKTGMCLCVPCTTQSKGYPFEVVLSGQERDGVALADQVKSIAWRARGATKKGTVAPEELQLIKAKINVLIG
Mtb BioA inh: inhibitors of Mycobacterium tuberculosis BioA enzyme. 360,000 tested, 0.096% active. AID 602481. purified M. tuberculosis BioA enzyme, plate reader. inhibition, % at 9.99 µM; in the data active = inhibition above about 40%
SSB-PriA inh: blocks PriA binding to SSB C-terminal tail. AlphaScreen SSBct-PriA binding, biotinylated peptide. inhibition, % at 33 µM. 430,000 tested, 0.6% active. AID 1272365; in the data active = inhibition mostly above about 37%, no sharp cut-off; inactive = mostly below about 20%;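 also: plate controls were negative control peptide for no effect and reference peptide for full effect; strong numbers were not always called active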
An asterisk follows results filed as active; i = inactive; nt = not tested or not shown.

compound | BH1578 lux ind | 3CLpro inhibitor | GDH-TPI inh | FBA Mtb inh | Mtb UGM inh | Rv3671c inh | VHR inh abs | MazEF act | Mtb BioA inh | SSB-PriA inh
CC(=O)Nc1ccc(S(=O)(=O)C(C#N)c2nc3ccccc3nc2NCCN2CCOCC2)cc1 (centres undefined) | -0.1 | 0 | 13 | 56* | 4.7 | -3 | 24 | 4 | nt | 1
CC(=O)NC(=S)Nc1sc2c(c1C(N)=O)CCC(C)C2 (centres undefined) | -0.5 | 4 | 12 | -2 | 6.9 | -3 | 26 | 2 | nt | 2
C=C1CCC(OC(C)=O)C2(C)CCC3C(C)C(=O)OC3C12O (centres undefined) | i | 0 | 7 | -1 | 0.7 | 5 | 22 | -1 | 0.3 | -8
COCCNC(=O)c1cc2oc3ccccc3c2n1C | -0.5 | 0 | 9 | -2 | 1.1 | 8 | 2 | -4 | -2.2 | -3
Cc1ccc(-c2nn(-c3cccc(F)c3)cc2CNCCc2ccncc2)o1 | i | -5 | 8 | 4 | -3.1 | -8 | 35 | 0 | 4.6 | 3
C[C@@H]1NS(=O)(=O)[C@H]2C[C@@H]3C=C[C@]2(O3)[C@H]1OC(=O)c1ccccc1Br | -0.3 | nt | -5 | 0 | -0.4 | 0 | nt | 4 | -1.0 | -15
Cc1nn(CCOc2cccc(Br)c2)c(C)c1[N+](=O)[O-] | i | 0 | 2 | -4 | 3.2 | -4 | -5 | -5 | nt | -11
COc1ccc(-n2c(SCC(=O)Nc3ccccc3)nc3c(c2=O)SCC3)cc1 | nt | 1 | 15 | -3 | 5.2 | 2 | 38 | 2 | 32 | 1
CCOc1cc(-c2nc3ccccn3c2NCC2CCCO2)ccc1O (centres undefined) | 11 | 3 | -2 | 19 | -0.8 | -3 | 2 | 3 | nt | -20
O=C(Nc1ccccc1SCC1CSc2nc3ccccc3c(=O)n21)c1ccccc1Cl (centres undefined) | 1.4 | 0 | 7 | -2 | 3.7 | 2 | 14 | 5 | nt | -15
Cc1cc(C)nc(NS(=O)(=O)c2ccc(NC(=O)C3CC(=O)N(c4ccccc4)C3)cc2)n1 (centres undefined) | i | 2 | 0 | -2 | -0.8 | 3 | 27 | 5 | nt | 1
COc1ccc(S(=O)(=O)N2CCCOC2CNC(=O)C(=O)NCc2ccncc2)cc1 (centres undefined) | -0.7 | -4 | -1 | 0 | -2.0 | 2 | 22 | 9 | -0.8 | -11
Cc1cccc2c(C(=O)Nn3cnnc3)cc(-c3ccccc3Cl)nc12 | 2.8 | -2 | 10 | 4 | 0.3 | -7 | 30 | 7 | nt | -1
COc1ccc(C(=O)Nc2nnc(S(=O)(=O)N3CCC(C)CC3)s2)cc1OC | i | 10 | 46* | 4 | -0.8 | -1 | -17 | -12 | 0.6 | -11
CCOC(=O)CSc1ccc(C(=O)N2CCN(C)CC2)cc1[N+](=O)[O-] | -0.3 | 1 | 4 | -7 | 0.5 | -4 | 16 | 0 | nt | 1
CC(C)Oc1ccc(C(=O)N2CCCC2C(=O)O)cc1 (centres undefined) | -0.5 | 0 | 7 | 1 | -1.9 | 4 | 7 | 4 | -1.1 | 12
CCOc1ccc(-c2[nH]ncc2-c2ccc(OC)c(OC)c2)c(O)c1 | -0.3 | 3 | -7 | 6 | 3.5 | 4 | -19 | -1 | 2.4 | 0
CCOC(=O)N1CCN(CC(=O)c2ccc(O)c(C)c2O)CC1 | -0.3 | -3 | 1 | -3 | 1.9 | -12 | 14 | 7 | -2.0 | 2
S=c1nc(SCc2ccccc2)[nH]c2ccccc12 | 0.2 | 1 | 9 | 1 | -1.9 | -1 | 4 | 3 | nt | -9
C1CCC(c2nn3c(-c4n[nH]c5c4CCC5)nnc3s2)CC1 | -2.8 | -4 | 1 | 4 | nt | 1 | 12 | 6 | nt | -17
CCN(CC)C(=O)c1sc(N)c(C(=O)OC(C)C)c1C | -0.3 | -1 | 3 | 1 | 7.1 | -2 | -5 | -6 | -0.1 | -4
CCCNC(=O)c1ccc(N2CCC3(CC2)CC(c2cccc(Br)c2)=NO3)c([N+](=O)[O-])c1 | -1.0 | 9 | 13 | 6 | -0.3 | -19 | 10 | 2 | -1.5 | 15
COc1ccc(NC2=NC(=S)N(c3ccc(C)cc3)C23CCCCC3)cc1 | -6.5 | -5 | 3 | 5 | -0.3 | -13 | 31 | 8 | -1.0 | 3
COc1ccc(OC(=O)Nc2ccccc2)cc1 | i | 2 | 6 | 1 | 1.4 | 9 | -12 | 8 | -1.1 | -2
O=C(NCc1ccncc1)c1cccc(S(=O)(=O)Nc2ccc(SC(F)F)cc2)c1 | -0.4 | nt | -11 | 1 | 1.2 | 5 | nt | -5 | nt | -7
COc1ccc(CNCCS(=O)(=O)NCc2ccc(OC)cc2)cc1 | -2.0 | nt | 0 | -3 | nt | nt | nt | 7 | -0.4 | 5
C=C1C(=O)[C@@]23[C@H](O)C[C@@H]4C(C)(C)CC[C@H](O)[C@@]4(C)[C@@H]2CC[C@@H]1[C@H]3O | i | 3 | 6 | 4 | 1.3 | 15 | 16 | -2 | -4.0 | -2
CCOc1ccc(-n2c(C)c(C(C)=O)c3cc(O)ccc32)cc1 | i | 0 | 1 | -1 | -2.0 | -14 | 18 | -2 | -0.1 | -1
Cc1nn(-c2ccccc2)c(/N=C/c2ccc(O)cc2)c1-c1ccccc1 | -0.4 | 7 | 26 | -1 | -1.2 | 8 | 25 | 6 | -0.6 | nt
Cc1ccc(-c2noc(CNC(=O)COc3ccccc3C)n2)cc1 | -0.3 | 7 | 2 | 1 | 1.0 | 1 | 17 | -10 | -0.3 | -30
COc1cccc(CC(=O)N2CCCC(CO)(Cc3ccc(F)cc3F)C2)c1 (centres undefined) | -0.6 | -2 | 2 | -3 | -3.5 | -11 | -12 | -3 | 0.0 | -13
O=C(Cn1cnc(Cl)c1Cl)c1ccccc1 | i | 4 | 4 | 0 | 0.6 | 1 | 13 | 13 | -0.8 | -4
COc1cccc(/C=C/C(=O)OCC(=O)Nc2ccc3c(c2)OCCO3)c1 | 0.2 | nt | -2 | 8 | nt | nt | nt | 10 | -1.7 | nt
Cc1ccccc1-c1nnc(SCC(=O)NCC2CCCO2)o1 (centres undefined) | -1.6 | nt | -4 | -1 | -0.1 | 9 | nt | -3 | 0.3 | 5
CCN(CC)S(=O)(=O)c1ccc2c(c1)nc(CCC(=O)Nc1ccc3c(c1)OCO3)n2C | -0.6 | 5 | 10 | 3 | -0.8 | -1 | -8 | -8 | -5.1 | 8
Cc1ccc(S(=O)(=O)N2CCOC2CNC(=O)C(=O)NCCc2ccccc2)cc1 (centres undefined) | -0.3 | -1 | 4 | 1 | -0.1 | 3 | 17 | -2 | -1.8 | -10
COCCN1C[C@@H](CO)O[C@@H](n2cnc3c(N(C)C(C)C)ncnc32)C1 | 1.2 | nt | 6 | -1 | nt | nt | nt | nt | -2.3 | nt
O=C1CCN(Cc2ccccc2)S(=O)(=O)c2ccc(C(F)(F)F)cc21 | -0.4 | nt | 11 | -2 | -0.8 | 4 | nt | 1 | -0.8 | -12
CCOc1ccc(C(=O)Nc2ccc3c(c2)C(=O)NC3=O)cc1 | -0.1 | -7 | -8 | 1 | 1.4 | -3 | 2 | -19 | -1.1 | -11
CNS(=O)(=O)c1cccc(C(=O)Nc2cccnc2)c1 | i | -4 | 0 | -8 | -1.9 | 4 | 56* | -16 | 5.6 | -8
O=C(c1ccccc1)N1CCN(c2ccc([N+](=O)[O-])c(NCc3cccnc3)c2)CC1 | -0.9 | -7 | 13 | -21 | -1.1 | 4 | 30 | -1 | 20 | 19
CCOC(=O)c1c(C)n(OCc2ccccc2)c2ccc3c(no[n+]3[O-])c12 | i | 0 | 7 | -1 | 0.8 | 4 | 2 | 3 | 2.5 | -6
CCn1ccnc1C(O)c1ccc(N(C)C)cc1 (centres undefined) | -0.3 | -6 | 2 | 1 | 1.3 | -2 | 12 | -3 | -1.9 | 1
CC(C)c1nc(SCC(=O)Nc2ccc3c(c2)OCO3)n[nH]1 | 3.4 | 3 | 5 | -3 | 0.9 | -6 | 18 | 0 | nt | 5
CCc1c(C)nc(N)nc1N1N=C1SC | -0.3 | -2 | 10 | 2 | 0.0 | 3 | -2 | 3 | 1.3 | 0
CCN(C(=O)COC(=O)c1ccc2c(c1)OCO2)c1ccc(F)cc1 | i | nt | -7 | -1 | 0.8 | 2 | nt | 9 | 0.4 | -13
Cc1ccc(C(=O)/C=C/c2ccc3c(c2)OCO3)o1 | i | -1 | 9 | 1 | -0.7 | -8 | -4 | 4 | -0.9 | -5
Cc1ccc(C(=O)C(C)OC(=O)CN2C(=O)NC3(CCCC3)C2=O)cc1 (centres undefined) | i | nt | -1 | -2 | -1.1 | 1 | nt | -1 | -1.8 | -11
Cc1ccc(C)c(C(=O)NC2CC(C)(C)NC(C)(C)C2)c1 | -0.5 | 2 | 7 | -1 | 0.3 | -2 | 21 | -8 | -0.6 | -4
Cc1cc(C)c(NC(=O)c2ccc(S(=O)(=O)N(C)C)cc2)c(C)n1 | -0.3 | 2 | 14 | 1 | 0.5 | -2 | -8 | 0 | -2.9 | -8

Continuation:
compound | BH1578 lux ind | 3CLpro inhibitor | GDH-TPI inh | FBA Mtb inh | Mtb UGM inh | Rv3671c inh | VHR inh abs | MazEF act | Mtb BioA inh | SSB-PriA inh
O=C(CN1C(=O)NC(Cc2c[nH]c3ccccc23)C1=O)Nc1cccc(S(=O)(=O)N2CCOCC2)c1 (centres undefined) | -2.4 | 6 | 2 | -3 | -0.1 | -5 | 26 | -7 | nt | 5
CN1CCN(c2ccc(CNC(=O)c3ccc(-c4ccnn4C)c4ccoc34)cc2)CC1 | i | nt | 11 | -1 | nt | nt | nt | nt | 0.8 | nt
CN(N=Nc1ccccc1C(=O)O)C1CCCCC1 | -0.3 | nt | 8 | 22 | nt | nt | nt | 27 | -0.5 | nt
COc1cccc(OC)c1/C(O)=C(\C#N)c1nc2ccccc2[nH]1 | i | 1 | 15 | 5 | 3.3 | -15 | 28 | -18 | nt | nt
COC(=O)C(=Cc1ccc(OCc2ccc([N+](=O)[O-])cc2)c(OC)c1)C(=O)OC | 2.8 | 0 | 11 | -2 | 1.0 | -5 | 3 | -6 | -2.0 | -5
O=[N+]([O-])c1cc(-c2n[nH]c(-c3ccccc3)n2)cc([N+](=O)[O-])c1 | i | 2 | 13 | -3 | 1.3 | 5 | 15 | 8 | 0.1 | 2
CC(=O)C1=C(O)C(=O)N(CCC(=O)O)C1c1ccccc1[N+](=O)[O-] (centres undefined) | -0.3 | 0 | 4 | 1 | 0.1 | 0 | 20 | 5 | nt | -1
Cc1nc2ccc(N3C(=O)CCC3=O)cc2[nH]1 | 3.4 | 2 | -8 | -1 | -1.0 | 0 | -5 | 5 | -2.2 | -4
COC(=O)c1ccc(OCC(O)CN2C(=O)NC(C)(C)C2=O)cc1 (centres undefined) | 2.1 | 1 | -1 | 2 | nt | nt | 20 | 4 | nt | -19

Rewritten with two lines to a compound: six of the compounds above
Each structure is followed by: BH1578 lux ind | 3CLpro inhibitor | GDH-TPI inh | FBA Mtb inh | Mtb UGM inh | Rv3671c inh | VHR inh abs | MazEF act | Mtb BioA inh | SSB-PriA inh
> CC(=O)C1=C(O)C(=O)N(CCC(=O)O)C1c1ccccc1[N+](=O)[O-] (centres undefined)
  -0.3 | 0 | 4 | 1 | 0.1 | 0 | 20 | 5 | nt | -1
> COC(=O)c1ccc(OCC(O)CN2C(=O)NC(C)(C)C2=O)cc1 (centres undefined)
  2.1 | 1 | -1 | 2 | nt | nt | 20 | 4 | nt | -19
> COc1cccc(OC)c1/C(O)=C(\C#N)c1nc2ccccc2[nH]1
  i | 1 | 15 | 5 | 3.3 | -15 | 28 | -18 | nt | nt
> O=C(CN1C(=O)NC(Cc2c[nH]c3ccccc23)C1=O)Nc1cccc(S(=O)(=O)N2CCOCC2)c1 (centres undefined)
  -2.4 | 6 | 2 | -3 | -0.1 | -5 | 26 | -7 | nt | 5
> CN1CCN(c2ccc(CNC(=O)c3ccc(-c4ccnn4C)c4ccoc34)cc2)CC1
  i | nt | 11 | -1 | nt | nt | nt | nt | 0.8 | nt
> O=[N+]([O-])c1cc(-c2n[nH]c(-c3ccccc3)n2)cc([N+](=O)[O-])c1
  i | 2 | 13 | -3 | 1.3 | 5 | 15 | 8 | 0.1 | 2

This is a subset. The share of hits here may be higher or lower than overall.
